ANO1 activ: activates or potentiates the mouse TMEM16A chloride channel. actives 0.3% (n = 340,000). B-score at 10 µM. HEK293 TMEM16A/YFP-H148Q/I152L, iodide quench fluorescence; active compounds read low. AID 623877;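 active = fluorescence-ratio B-score plate-corrected deviation score at least 3 library SD below zero, with starting fluorescence score within 5 deviations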;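 also: channel opened by trigger with iodide after compound preincubation; score built on the fluorescence ratio of max minus min over baseline; more negative score means more quench and so TMEM16A activation or potentiation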
TRPC4 PAM: allosterically enhances the mouse TRPC4 cation channel | actives 0.42% (n = 310,000) | AID 2227 | HEK293 TRPC4beta/mu-opioid, DAMGO EC20, Fluo-4 Ca2+ flux; active compounds read high | Q9QUQ5 | B-score at 10 µM;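 active = B-score of calcium response area above 5 SD of library B-scores, with initial fluorescence ratio within 5 SD of library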;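 also: B-score of integrated fluorescence ratio over time as area under calcium response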
TRPC4 act: opens the mouse TRPC4 cation channel. Q9QUQ5. AID 2237. B-score at 10 µM. HEK293 TRPC4beta/mu-opioid, Fluo4 calcium fluorescence; active compounds read high. actives 0.49% (n = 310,000);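 active = B-score above 5 SD of library B-scores, and initial fluorescence ratio not above library mean plus 5 SD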;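 also: positive B-score marks a calcium rise read as TRPC4 activation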
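system = HEK293 cells stably co-expressing mouse TRPC4beta and mu-opioid receptor | schedule = Fluo4 dye loading 45 min at room temperature, 110 s recording | measure = B-scored integrated calcium fluorescence ratio | signal = Fluo4 calcium-sensitive dye fluorescence, kinetic, 1 Hz baseline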
KCNK9 inh: human KCNK9 channel inhibition. HEK293 KCNK9, FluxOR thallium flux fluorescence; active compounds read low. actives 1.2% (n = 310,000). Q9NPC2. B-score at 10 µM. AID 488922;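 active = ratio B-score over 3 SD below the library mean, with starting fluorescence within 5 SD of its mean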;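 also: negative B-score means less thallium flux so channel inhibition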
HDAC3 inhib: inhibitors of human histone deacetylase 3 | AID 2718 | O15379 | inhibition, % at 8.3 µM | actives 0.15% (n = 320,000) | recombinant HDAC3, fluorogenic peptide/trypsin coupled, fluorescence; in the data active = inhibition above about 26%, passing the limit was not always enough; inconclusive = no clear call, values can overlap the other calls
Target sequence (O15379 whole entry, looked up): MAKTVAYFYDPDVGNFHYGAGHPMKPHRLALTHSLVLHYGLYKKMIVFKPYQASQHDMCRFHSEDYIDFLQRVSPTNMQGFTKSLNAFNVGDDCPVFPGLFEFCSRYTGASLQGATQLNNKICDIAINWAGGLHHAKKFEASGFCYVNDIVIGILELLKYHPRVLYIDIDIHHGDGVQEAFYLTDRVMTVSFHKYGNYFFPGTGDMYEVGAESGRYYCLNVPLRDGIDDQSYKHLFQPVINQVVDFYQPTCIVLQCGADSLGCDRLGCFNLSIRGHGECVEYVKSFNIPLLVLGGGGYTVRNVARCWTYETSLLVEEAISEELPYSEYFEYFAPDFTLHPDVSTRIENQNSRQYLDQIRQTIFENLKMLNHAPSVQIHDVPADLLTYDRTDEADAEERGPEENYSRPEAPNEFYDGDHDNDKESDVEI
KCNQ1 block: blocks the human KCNQ1 potassium channel. P51787. CHO-K1 KCNQ1, FluxOR thallium flux fluorescence; active compounds read high. B-score at 10 µM. actives 1.3% (n = 310,000);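 active = compounds whose thallium flux B-score, printed positive for inhibition, exceeds three library SD while starting fluorescence stays within three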;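 also: channel opened by potassium depolarization with thallium stimulus after 20 min compound exposure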
hERG protect: shields human hERG channel from block by proarrhythmic agents; Q12809; CHO-hERG, FluxOR thallium flux, dofetilide IC70 present; activation (rescue from dofetilide block), less the hit threshold, % at 10 µM; actives 0.51% (n = 310,000);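 active = activation above the mean of controls blocked by dofetilide plus 5 SD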;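 also: thallium influx through hERG after potassium depolarization seen as dye fluorescence rise; in these data hits start at about 4.7%; inactives centre near -7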
KCNQ1 pot: human KCNQ1 channel potentiation or activation | P51787 | CHO-K1 KCNQ1, thallium flux FluxOR fluorescence; active compounds read high | B-score at 10 µM | actives 0.35% (n = 310,000) | AID 2648;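 active = fluorescence ratio B-score, a plate-corrected score, at least three library SD, with initial intensity B-score within 5 SD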
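Doses: Single concentration per compound, DMSO matched to controls | Test system: KCNQ1-transfected CHO-K1 cells | Timing: 90 min dye loading and 20 min compound exposure, both at room temperature | Measured by: Kinetic FluxOR thallium fluorescence, 10-s 1-Hz baseline, 110-s post-stimulus read | Medium: Assay buffer with matched DMSO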
Dyrk1A ADPGlo: Dyrk1A (rat) kinase inhibition. Q63470. ADP-Glo luminescence, NFATc1 peptide. inhibition, % at 12.5 µM. actives 0.43% (n = 310,000). AID 504441; in the data active = inhibition above about 50%;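 also: plate controls were vehicle with enzyme for no effect and no enzyme for full effect; many of its hits are not listed in these tables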
ANO1 block: blocks the mouse calcium-activated chloride channel TMEM16A | Q8BHY3 | HEK293 TMEM16A/YFP iodide influx fluorescence, ionomycin | normalized B-score (activity score, 25-100; higher = stronger inhibition) at 10 µM | actives 1.2% (n = 310,000) | AID 588511;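 active = ratio plate-corrected score three or more library SD toward inhibition, starting fluorescence score within five deviations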;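 also: score derived from kinetic fluorescence span divided by baseline fluorescence per well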
KCNK3 block: human KCNK3 channel inhibition, primary screen; actives 0.84% (n = 340,000); CHO-KCNK3 thallium flux, FluxOR fluorescence; active compounds read low; AID 602410; B-score at 10 µM;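 active = B-score under library mean minus 4 SD, starting fluorescence ratio at most library mean plus 5 SD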;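 also: more negative B-score means stronger inhibition of thallium flux through KCNK3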
Target sequence (O14649 whole entry, looked up): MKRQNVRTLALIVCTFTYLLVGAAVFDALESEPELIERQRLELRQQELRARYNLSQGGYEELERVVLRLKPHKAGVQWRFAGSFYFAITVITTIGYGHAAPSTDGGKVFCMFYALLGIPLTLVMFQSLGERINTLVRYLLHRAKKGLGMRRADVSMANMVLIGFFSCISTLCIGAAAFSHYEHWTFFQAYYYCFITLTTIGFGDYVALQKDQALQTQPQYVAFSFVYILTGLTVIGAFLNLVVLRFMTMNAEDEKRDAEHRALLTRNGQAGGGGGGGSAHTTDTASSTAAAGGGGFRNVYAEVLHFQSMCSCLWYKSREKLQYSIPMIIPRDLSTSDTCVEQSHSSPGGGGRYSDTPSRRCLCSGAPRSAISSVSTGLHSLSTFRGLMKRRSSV
* hit, by the source's call; i = inactive; ? = inconclusive; . = no result given. These rows are one share of the data, so the mix of outcomes need not match the whole.

SMILES | ANO1 activ | TRPC4 PAM | TRPC4 act | KCNK9 inh | HDAC3 inhib | KCNQ1 block | hERG protect | KCNQ1 pot | Dyrk1A ADPGlo | ANO1 block | KCNK3 block
CN(C(=O)COc1ccccc1)c1nnc(-c2ccncc2)s1 | . | i | i | i | -2.8 | i | -3.8 | i | -7.1 | i | i
COc1ccc2c(c1)c(=O)oc1c(C)c(OCc3cc(C(=O)O)oc3C)ccc12 | i | i | i | i | ? | i | -7.5 | i | 51.0* | i | i
Cc1cc(C)c(C)c(S(=O)(=O)N2CCCCC2C(=O)O)c1C (stereo not given) | i | i | i | i | -3.5 | i | -4.0 | i | -2.6 | i | i
COc1ccc(S(=O)(=O)N/N=C\c2ccc3c(c2)OCO3)c(OC)c1 | i | i | i | i | 3.1 | i | -15.3 | i | . | i | i
CSc1ccc(C(=O)/C=C/c2ccc(N)cc2)cc1 | i | i | i | i | -5.4 | i | -17.6 | i | 0.3 | i | i
COc1ccccc1N1CCN(C2CCCN(S(=O)(=O)c3ccc(C)cc3)C2)CC1 (stereo not given) | i | i | i | i | . | i | -13.1 | i | -1.0 | i | i
Cc1cc(C)c[n+](CC(=O)c2ccc(NC(=O)c3ccccc3)cc2)c1 | i | i | i | i | 9.6 | i | -7.5 | i | -4.0 | i | i
CCc1cc(-c2ccc3c(c2)COc2c4ccccc4nn2-3)on1 | i | i | i | i | -1.3 | i | 0.6 | i | . | i | i
O=C(Nc1ccccc1)c1cnc2ccccc2n1 | i | i | i | i | 0.7 | i | -7.2 | i | -5.2 | i | i
O=C1C(=O)N(CCCc2ccccc2)c2ccccc21 | i | i | i | i | 8.2 | i | -10.0 | i | -5.1 | i | i
N#CCC(=O)N1CCCCCC1 | i | i | i | i | 6.9 | i | -3.8 | i | 1.6 | i | i
C/C(=N\Nc1ccccc1C(=O)O)c1ccncc1 | i | i | i | i | 1.3 | i | -5.1 | i | 19.8 | i | i
C/C=C/c1ccc(OCCN2CCc3ccccc3C2)c(OC)c1 | i | i | i | i | -5.5 | i | -17.5 | i | -6.7 | i | i
Cc1nc(C(=O)O)sc1C1(C)CC(c2cccc([N+](=O)[O-])c2)=NO1 (stereo not given) | i | i | i | i | -5.1 | i | -0.9 | i | 0.8 | i | i
O=C(Nc1ccc(S(=O)(=O)NCc2ccco2)cc1)c1cccc(F)c1 | i | i | i | i | -4.5 | i | -16.1 | i | 18.5 | i | i
COc1ccc(-c2cc(C(=O)NN)n(-c3ccccc3)n2)cc1 | i | i | i | i | -0.1 | i | -8.7 | i | -4.4 | i | i
CCN(CC(=O)Nc1cc(Cl)ccc1C)C(=O)CSCc1c(C)noc1C | i | i | i | i | 6.8 | i | -14.9 | i | 5.8 | i | i
CCOc1ccc(NC(=O)CNS(=O)(=O)c2c(C)cc(C)cc2C)cc1 | i | i | i | i | -1.6 | i | -8.7 | i | 16.6 | i | i
COc1ccc(CCC(=O)Nc2ccc3c(c2)OCCO3)cc1 | i | i | i | i | 2.7 | i | -7.6 | i | -0.3 | i | i
CC(=O)Nc1cccc2c1C(=O)N(c1cccc(OC(C)=O)c1)C2=O | i | i | i | i | 1.9 | i | -5.9 | i | 13.7 | i | i
CCOC(=O)c1c(NC(=O)CC)sc(C(=O)N2CCCCC2)c1C | i | i | i | i | -0.8 | i | -6.8 | i | -6.6 | i | i
CCn1c(Cn2nnc(-c3ccccc3)n2)nnc1SCC(=O)N1CCOCC1 | i | i | i | i | -5.5 | i | -13.1 | i | -6.3 | i | i
CCN(CC)S(=O)(=O)c1ccc2c(c1)N(CC(=O)N1CCCC1)C(=O)CO2 | i | i | i | i | 2.4 | i | -5.6 | i | -2.2 | i | i
C#CCOCCOCCOCCNc1nc(N2CCOCC2)nc(N2CCN(C(=O)CCCCCCCCCCNC(=O)[C@@H]([C@H](C)CC)n3cc(CCCCCN)nn3)CC2)n1 | i | . | . | . | 5.3 | . | . | . | -7.8 | i | i
COC(=O)c1ccc(CN2[C@H](C(=O)OC)C[C@@]3(O)[C@H](O)[C@H](O)[C@H](O)C[C@@H]23)cc1 | i | i | i | i | 2.2 | i | -6.5 | i | -0.8 | i | i
COCCN1Cc2cccc(C(=O)Nc3cccnc3)c2C1=O | i | . | . | . | -5.2 | . | . | . | 5.5 | i | i
CCOC(=O)N1CCN(C(=O)/C(=C/c2ccc(F)cc2)NC(=O)c2ccccc2)CC1 | i | i | i | i | -14.0 | i | -7.1 | i | -4.1 | i | i
O=C(O)c1cc(-c2ccccc2Cl)n(-c2cccc(Cl)c2)n1 | i | i | i | i | -0.2 | i | -3.2 | i | -2.0 | i | i
Cc1ccc(S(=O)(=O)N2CCCCC2)cc1NC(=O)CSCC(=O)O | i | i | i | i | -0.2 | i | -3.2 | i | 3.7 | i | i
O=C(NCC1CCCN(Cc2cccc(F)c2)C1)c1cccc2ccccc12 (stereo not given) | i | i | i | i | -0.6 | i | -5.0 | i | -2.1 | i | i
COc1ccc(N2CCN(C3=CC(=O)N(c4cccc(Cl)c4)C3=O)CC2)cc1 | i | i | i | i | 0.1 | i | -11.8 | i | -3.4 | i | i
N#CC1(NC(=O)COC(=O)c2cc([N+](=O)[O-])ccc2N2CCCC2)CCCCC1 | i | i | i | i | -7.3 | i | -12.2 | i | . | i | i
CC(C)CNS(=O)(=O)c1ccc(S(=O)(=O)NC2CCOC(C)(C)C2)cc1 (stereo not given) | i | i | i | i | -2.8 | i | 1.8 | i | . | i | i
Cc1cc(-c2ccccc2C(=O)O)on1 | i | i | i | i | -4.4 | i | -16.9 | i | -2.8 | i | i
CCC1Oc2ccc(C)cc2N(Cc2cccc(C)c2)C1=O (stereo not given) | i | i | i | i | 3.4 | i | -11.9 | i | 2.8 | i | i
CCOC(=O)CNc1nc(Cl)nc(N2CCCCC2)n1 | i | i | i | i | -3.9 | i | -7.8 | i | -12.0 | i | i
Fc1ccc(NCc2nnc(SCc3ccccc3)o2)cc1 | i | i | i | i | 10.2 | i | -4.0 | i | -1.8 | i | i
Cc1nn(-c2ccccc2)c2c1C(c1c(C)[nH]c(C#N)c1C)C(C#N)=C(N)O2 (stereo not given) | i | i | i | i | -0.8 | i | -11.9 | i | 1.1 | i | i
CC(=O)N1c2ccc(S(=O)(=O)NCCC(=O)N(C)C3CCCCC3)cc2CC1C (stereo not given) | i | i | i | i | 0.6 | i | -12.2 | i | 6.0 | i | i
COc1ccc(N=C2SC(CC(=O)Nc3ccccc3)C(=O)N2CCN2CCOCC2)cc1 (stereo not given) | i | i | i | i | 3.8 | i | -12.4 | i | -3.4 | i | i
COc1cc(C)c(S(=O)(=O)NOCc2ccccc2)c(C)c1C | i | i | i | i | 5.7 | i | -3.6 | i | 4.2 | i | i
CC1CCCCC1NC(=O)Cn1nnc(-c2ccc(Cl)cc2)n1 (stereo not given) | i | i | i | i | 0.8 | i | -4.9 | i | 3.3 | i | i
CCOC(=O)CC(NC(=O)Cn1nnc(-c2ccccc2F)n1)c1ccc(OC)cc1 (stereo not given) | i | i | i | i | -1.1 | i | 2.7 | i | -3.8 | i | i
CCOC(=O)NC(=O)/C(C#N)=C/c1ccc(N(C)C)cc1 | i | i | i | i | 9.9 | i | -11.7 | i | . | i | i
O=C(CN1CCN(c2ccc(Cl)cc2[N+](=O)[O-])CC1)N1CCOCC1 | i | i | i | i | 3.8 | i | -2.5 | i | . | i | i
O=C(O)c1cc([N+](=O)[O-])cc([N+](=O)[O-])c1N1CCN(c2cccc(C(F)(F)F)c2)CC1 | i | i | i | i | 1.0 | i | -3.6 | i | 2.0 | i | i
COc1cc2c(=O)n(CCC(=O)NCC3CCCO3)c(=O)n(CC(=O)Nc3ccc(C)c(C)c3)c2cc1OC (stereo not given) | i | i | i | i | 0.7 | i | -8.9 | i | -7.4 | i | i
O=C(COC(=O)c1ccccc1SCC(=O)N1CCCC1)Nc1ccccc1 | i | i | i | i | -2.0 | i | -10.0 | i | 5.8 | i | i
O=C(O)C(c1ccccc1)N1C(=O)c2ccccc2C1=O (stereo not given) | i | i | i | i | -12.9 | i | -0.5 | i | . | i | i
CN(CC(=O)Nc1ccccc1Cl)C(=O)COc1cccc2c1OC(C)(C)C2 | i | i | i | i | 0.6 | i | -6.1 | i | 1.0 | i | i
CC(=O)c1sc(NC(=O)CSC(C)C(=O)Nc2cc(C)on2)nc1-c1ccccc1 (stereo not given) | i | i | i | i | 1.3 | i | -15.8 | i | 25.2 | i | i
Cc1ccc(C(=O)N(C)Cc2ccccc2)cc1S(=O)(=O)N1CCOCC1 | i | i | i | i | -7.1 | i | -9.2 | i | -6.7 | i | i
CC(NC(=O)C1CCCN1S(=O)(=O)c1ccccc1)c1ccccc1 (stereo not given) | i | i | i | i | 3.6 | i | -9.9 | i | 3.1 | i | i
CC(C)Cc1cc(C(=O)NCc2cccnc2)no1 | i | i | i | i | -0.5 | i | -3.5 | i | -0.2 | i | i
O=C(CC1COc2ccccc2O1)NC1CCCCC1 (stereo not given) | i | i | i | i | 3.1 | i | -3.6 | i | 3.6 | i | i
COc1ccc(Nc2ccc(C(F)(F)F)cc2[N+](=O)[O-])cn1 | i | i | i | i | 13.0 | i | -11.8 | i | -6.4 | i | i
COc1ccc(-c2onc(C)c2-c2ccc3c(c2)OCCO3)c(O)c1 | i | i | i | i | 7.4 | i | -13.3 | i | 15.7 | i | i
O=C(O)/C=C/C(=O)NNC(=O)c1ccc(Br)cc1 | i | i | i | i | -2.5 | i | -5.2 | i | 0.3 | i | i
COC(=O)c1sc(N/N=C/c2ccc(C(C)C)cc2)nc1C | i | i | i | i | -7.9 | i | -3.9 | i | -2.6 | i | i
CC(C)C(=O)Nc1ccc(NC(=O)c2cc3ccccc3o2)cc1 | i | i | i | i | -13.9 | i | -23.6 | i | -13.4 | i | i
COc1ccc(N2C(=O)[C@@H]3[C@H](C2=O)[C@H](C(C)=O)N2c4ccccc4C=C[C@@H]32)cc1 | i | i | i | i | 2.1 | i | -2.7 | i | 2.8 | i | i
COc1ccc(S(=O)(=O)NCCSC(C)(C)C)c(Cl)c1Cl | i | i | i | i | 13.4 | i | -9.9 | i | 3.8 | 25* | i
CC(=O)Nc1ccc(S(=O)(=O)N2CCSC2c2ccccc2)cc1 (stereo not given) | i | i | i | i | -0.7 | i | -6.2 | i | 1.4 | i | i
